RGS7-Gao reg – RGS7-Galphao binding modulators, primary screen, biochemical, multiplexed bead flow cytometry | Guanine nucleotide-binding protein G(o) subunit alpha (Homo sapiens), P09471 | actives lie on both sides | binding response (% of control), % at 10 µM | 0.35% of 220,000 active; in the data active = binding response below about 49% or above about 150%; inconclusive = no clear call, values can overlap the other calls; inactive = in between;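 note: fluorescent Galphao held in activated GDP-AlF4 state binding bead-coupled RGS7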
Bcl-W Bim block – inhibitors of Bim binding to Bcl-W, primary screen, biochemical, multiplexed, bead-based flow cytometry; Bim peptide-Bcl-W binding; inhibition, % at 10 µM; 0.02% of 190,000 active; AID 952, 2007;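 note: 0% = bound tracer without compound and 100% = peptide blocker; higher means less fluorescent Bim peptide bound to Bcl-W beads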
Target sequence (Q92843 whole entry, looked up): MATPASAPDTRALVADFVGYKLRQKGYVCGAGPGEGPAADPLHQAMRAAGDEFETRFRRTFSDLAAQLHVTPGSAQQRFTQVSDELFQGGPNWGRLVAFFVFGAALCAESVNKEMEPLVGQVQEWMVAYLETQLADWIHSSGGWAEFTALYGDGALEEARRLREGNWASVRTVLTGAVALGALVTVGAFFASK
Mcl1 Bid PPI – Mcl-1/Bid binding inhibitors, primary screen, biochemical, TR-FRET, 1536-well | Induced myeloid leukemia cell differentiation protein Mcl-1 (Homo sapiens), Q07820 | TR-FRET Mcl-1/Bid-Dy647 peptide binding | inhibition, % at 21.7 µM | 0.97% of 220,000 active | AID 1021, 2008;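 active = compounds that cut the binding signal by more than half at the single screening dose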;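 note: His-tagged Mcl-1 with europium anti-His antibody binding Bid BH3 peptide; 0% = Mcl-1 plus peptide wells and 100% = peptide-only wells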
Target sequence (Q07820 whole entry, looked up): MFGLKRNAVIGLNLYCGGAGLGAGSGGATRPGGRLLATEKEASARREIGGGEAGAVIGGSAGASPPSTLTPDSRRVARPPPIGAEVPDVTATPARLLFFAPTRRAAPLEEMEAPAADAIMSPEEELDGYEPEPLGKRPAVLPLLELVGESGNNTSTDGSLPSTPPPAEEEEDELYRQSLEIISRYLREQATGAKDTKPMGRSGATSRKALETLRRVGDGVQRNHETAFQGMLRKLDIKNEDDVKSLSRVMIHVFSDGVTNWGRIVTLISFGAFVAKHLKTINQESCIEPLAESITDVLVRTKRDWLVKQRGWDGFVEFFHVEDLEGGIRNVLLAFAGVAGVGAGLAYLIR
Bim-Bcl-XL – inhibitors of Bim-Bcl-XL binding, primary screen, biochemical, multiplexed, bead flow cytometry, human Bcl-XL; Bim peptide-Bcl-XL binding, fluorescence; AID 1007, 2008; 0.04% of 190,000 active; inhibition, % at 10 µM
Bcl-2 Bim block – inhibitors of Bim-Bcl-2 binding, primary screen, biochemical, multiplexed, human Bcl-2 family; Apoptosis regulator Bcl-2 (Homo sapiens), P10415; Bead-based flow cytometry, Bim peptide-Bcl-2 binding; inhibition, % at 10 µM; 0.06% of 190,000 active; AID 950, 2007; in the data active = inhibition above about 40%; inconclusive = no clear call, values can overlap the other calls;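 note: 0% = no compound wells with probe peptide and 100% = reference peptide inhibitor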
Target sequence (P10415 whole entry, looked up): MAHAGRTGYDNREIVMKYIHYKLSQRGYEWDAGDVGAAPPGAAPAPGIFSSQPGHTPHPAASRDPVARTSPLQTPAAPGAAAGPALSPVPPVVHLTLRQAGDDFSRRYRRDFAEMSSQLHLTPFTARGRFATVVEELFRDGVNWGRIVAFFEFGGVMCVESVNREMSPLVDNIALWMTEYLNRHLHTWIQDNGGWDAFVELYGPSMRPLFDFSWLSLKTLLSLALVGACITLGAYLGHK
Bfl-1 Bim block – inhibitors of Bim binding to Bfl-1, primary screen, biochemical, multiplexed, bead-based flow cytometry; 0.12% of 190,000 active; inhibition, % at 10 µM; Bim-Bfl-1 binding inhibition;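 note: 0% = wells without compound plus tracer and 100% = blocker peptide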
Mcl-1 Bim block – inhibitors of Bim peptide binding to Mcl-1, primary screen, biochemical, bead-based flow cytometry, multiplex | Induced myeloid leukemia cell differentiation protein Mcl-1 (Homo sapiens), Q07820 | Bim peptide-Mcl-1 binding | 0.1% of 190,000 active | inhibition, % at 10 µM;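 note: 0% = no compound tracer wells and 100% = peptide blocker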
RGS8-Gao reg – RGS8-Galphao binding modulators, primary screen, biochemical, multiplexed bead flow cytometry. 0.34% of 220,000 active. response (percent of control binding), % at 10 µM. Guanine nucleotide-binding protein G(o) subunit alpha (Homo sapiens), P09471. actives lie on both sides; in the data active = response below about 60% or above about 140%; inactive = in between;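 note: Galphao activated as the GDP aluminium fluoride complex binding bead-coupled RGS8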
Mcl1-Noxa inh – Mcl-1/Noxa binding inhibitors, primary screen, biochemical, TR-FRET, 1536-well; TR-FRET Mcl-1/Noxa peptide binding, 2 h; inhibition, % at 21.7 µM; 1.5% of 220,000 active;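 active = compounds that cut the protein-peptide binding signal by more than 50% relative to plate controls in a single-dose test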;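 note: His-tagged Mcl-1 with rhodamine Noxa BH3 peptide and terbium anti-His antibody; 0% = Mcl-1 plus Noxa peptide wells and 100% = peptide-only wells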
RGS4-Gao reg – modulators of RGS4 binding to Galphao, primary screen, biochemical, multiplexed bead flow cytometry. actives lie on both sides. binding response (% of control), % at 10 µM. 0.33% of 220,000 active; in the data active = binding response below about 49% or above about 150%; inactive = in between;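 note: fluorescent Galphao activated with aluminum fluoride binding bead-coupled RGS4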
Bcl-B Bim block – inhibitors of Bim-Bcl-B binding, primary screen, biochemical, multiplexed, human Bcl-2 family; bead-based flow cytometry, Bim peptide-Bcl-B binding; AID 951, 2007; Bcl-2-like protein 10 (Homo sapiens), Q9HD36; inhibition, % at 10 µM; 0.073% of 190,000 active;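 note: 0% = tracer peptide without compound and 100% = reference inhibitor peptide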
Target sequence (Q9HD36 whole entry, looked up): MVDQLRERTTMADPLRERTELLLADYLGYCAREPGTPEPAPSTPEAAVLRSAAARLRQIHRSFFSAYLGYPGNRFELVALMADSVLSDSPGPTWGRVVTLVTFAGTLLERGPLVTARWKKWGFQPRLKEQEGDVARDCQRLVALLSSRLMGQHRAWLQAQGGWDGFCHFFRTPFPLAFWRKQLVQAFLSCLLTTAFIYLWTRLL
The depositor's hits bear a star. Cut-off read from the data, not from the text of the source, unless noted: active = inhibition above about 40%.

`Cc1ccccc1Nc1nnc(SCC(=O)NC2CCCc3ccccc32)s1` (centres undefined) gave RGS7-Gao reg 100, Bcl-W Bim block -6, Mcl1 Bid PPI -6, Bim-Bcl-XL -2, Bcl-2 Bim block -4, Bfl-1 Bim block 4, Mcl-1 Bim block -2, RGS8-Gao reg 104, Mcl1-Noxa inh 28, RGS4-Gao reg 100 and Bcl-B Bim block 0.
For CCOCCCNCC(=O)Nc1ccccc1N1CCOCC1 the results were RGS7-Gao reg 107, Bcl-W Bim block -2, Mcl1 Bid PPI 42, Bim-Bcl-XL -1, Bcl-2 Bim block -3, Bfl-1 Bim block -1, Mcl-1 Bim block 0, RGS8-Gao reg 102, Mcl1-Noxa inh 22, RGS4-Gao reg 102 and Bcl-B Bim block -1.
`O=C(NC(Cc1ccccc1)c1nc2ccccc2[nH]1)C1CC(=O)N(c2ccc3c(c2)OCCO3)C1` (centres undefined) gave RGS7-Gao reg 98, Bcl-W Bim block 5, Mcl1 Bid PPI 0, Bim-Bcl-XL 1, Bcl-2 Bim block -4, Bfl-1 Bim block -7, Mcl-1 Bim block 2, RGS8-Gao reg 95, Mcl1-Noxa inh 6, RGS4-Gao reg 96 and Bcl-B Bim block -2.
For Cc1ccc(CNc2nc(-c3cccs3)nc3ccccc23)cc1 the results were RGS7-Gao reg 101, Bcl-W Bim block -5, Mcl1 Bid PPI -3, Bim-Bcl-XL -7, Bcl-2 Bim block -7, Bfl-1 Bim block -8, Mcl-1 Bim block -6, RGS8-Gao reg 103, Mcl1-Noxa inh 15, RGS4-Gao reg 103 and Bcl-B Bim block -8.
Screening NNC(=S)NC1CCS(=O)(=O)C1 (centres undefined) returned RGS7-Gao reg inconclusive, Mcl1 Bid PPI -48, RGS8-Gao reg 99, Mcl1-Noxa inh 6 and RGS4-Gao reg 103.
For CCCCC(=O)NS(=O)(=O)c1ccc(N=NN2CCCCC2)cc1 the results were RGS7-Gao reg 104, Bcl-W Bim block -6, Mcl1 Bid PPI -16, Bim-Bcl-XL -8, Bcl-2 Bim block -4, Bfl-1 Bim block -5, Mcl-1 Bim block -10, RGS8-Gao reg 103, Mcl1-Noxa inh 9, RGS4-Gao reg 103 and Bcl-B Bim block -6.
`O=C(NC(=O)N1CCN(C(c2ccccc2)c2ccccc2)CC1)c1ccccc1` gave RGS7-Gao reg inconclusive, Mcl1 Bid PPI -48, RGS8-Gao reg 102, Mcl1-Noxa inh 18 and RGS4-Gao reg 104.
For COc1ccc(CNC(=O)COC(=O)c2ccccc2C(=O)c2ccccc2)cc1 the results were RGS7-Gao reg inconclusive, Bcl-W Bim block 0, Mcl1 Bid PPI -8, Bim-Bcl-XL 0, Bcl-2 Bim block 2, Bfl-1 Bim block 1, Mcl-1 Bim block -3, RGS8-Gao reg 103, Mcl1-Noxa inh 12, RGS4-Gao reg 102 and Bcl-B Bim block 0.
`CC(Oc1ccccc1F)C(=O)/C=C/N(C)C` (centres undefined) gave RGS7-Gao reg 99, Bcl-W Bim block -2, Mcl1 Bid PPI -3, Bim-Bcl-XL -8, Bcl-2 Bim block -12, Bfl-1 Bim block -17, Mcl-1 Bim block -3, RGS8-Gao reg 99, Mcl1-Noxa inh 1, RGS4-Gao reg 95 and Bcl-B Bim block -7.
Screening CC(=O)Nc1ccc(S(=O)(=O)Nc2ccc3c(c2)OCCO3)cc1Cl returned RGS7-Gao reg inconclusive, Mcl1 Bid PPI -14, RGS8-Gao reg 100, Mcl1-Noxa inh 13 and RGS4-Gao reg 106.
For Cc1cccc(NC(=O)c2cccs2)n1 the results were RGS7-Gao reg 101, Bcl-W Bim block 0, Mcl1 Bid PPI -5, Bim-Bcl-XL -2, Bcl-2 Bim block -10, Bfl-1 Bim block -9, Mcl-1 Bim block 5, RGS8-Gao reg 100, Mcl1-Noxa inh 78*, RGS4-Gao reg 107 and Bcl-B Bim block -2.
Nc1ncnc(Nc2c(F)cccc2F)n1 was read as RGS7-Gao reg inconclusive, Mcl1 Bid PPI -9, RGS8-Gao reg 101, Mcl1-Noxa inh -22 and RGS4-Gao reg 103.
`COc1cccc(C(=O)N/N=C/c2cn[nH]c2-c2ccc(OC)cc2OC)c1` gave RGS7-Gao reg 100, Bcl-W Bim block 2, Mcl1 Bid PPI -17, Bim-Bcl-XL 1, Bcl-2 Bim block -2, Bfl-1 Bim block -11, Mcl-1 Bim block 1, RGS8-Gao reg 101, Mcl1-Noxa inh 2, RGS4-Gao reg 101 and Bcl-B Bim block -5.
For Cc1cccc(Cc2nnc(CCC(=O)NCc3ccncc3C)o2)c1 the results were RGS7-Gao reg 95, Bcl-W Bim block 0, Mcl1 Bid PPI 6, Bim-Bcl-XL 0, Bcl-2 Bim block 0, Bfl-1 Bim block 4, Mcl-1 Bim block 0, RGS8-Gao reg 92, Mcl1-Noxa inh 10, RGS4-Gao reg 94 and Bcl-B Bim block 1.
`Cc1nc2[nH]c(=O)c3c(n2n1)NC1=C(C(=O)CC(C)(C)C1)C3c1ccc(F)cc1` (centres undefined) gave RGS7-Gao reg 92, Bcl-W Bim block 2, Mcl1 Bid PPI -69, Bim-Bcl-XL -1, Bcl-2 Bim block 0, Bfl-1 Bim block 0, Mcl-1 Bim block 0, RGS8-Gao reg 94, Mcl1-Noxa inh 3, RGS4-Gao reg 84 and Bcl-B Bim block -1.

Brought forward from above: 2 entries; new compounds follow.
For Cc1cccc(Cc2nnc(CCC(=O)NCc3ccncc3C)o2)c1 the results were RGS7-Gao reg 95, Bcl-W Bim block 0, Mcl1 Bid PPI 6, Bim-Bcl-XL 0, Bcl-2 Bim block 0, Bfl-1 Bim block 4, Mcl-1 Bim block 0, RGS8-Gao reg 92, Mcl1-Noxa inh 10, RGS4-Gao reg 94 and Bcl-B Bim block 1.
`Cc1nc2[nH]c(=O)c3c(n2n1)NC1=C(C(=O)CC(C)(C)C1)C3c1ccc(F)cc1` (centres undefined) gave RGS7-Gao reg 92, Bcl-W Bim block 2, Mcl1 Bid PPI -69, Bim-Bcl-XL -1, Bcl-2 Bim block 0, Bfl-1 Bim block 0, Mcl-1 Bim block 0, RGS8-Gao reg 94, Mcl1-Noxa inh 3, RGS4-Gao reg 84 and Bcl-B Bim block -1.
`c1ccc(-n2c(Cc3cn4ccsc4n3)nnc2N2CCOCC2)cc1` gave RGS7-Gao reg 96, Bcl-W Bim block -2, Mcl1 Bid PPI -13, Bim-Bcl-XL 0, Bcl-2 Bim block 4, Bfl-1 Bim block 1, Mcl-1 Bim block -2, RGS8-Gao reg 99, Mcl1-Noxa inh -8, RGS4-Gao reg 100 and Bcl-B Bim block -4.
O=C(CNS(=O)(=O)c1ccc(Br)s1)Nc1ccc2c(c1)OCCO2 was read as RGS7-Gao reg 89, Bcl-W Bim block 3, Mcl1 Bid PPI -32, Bim-Bcl-XL -1, Bcl-2 Bim block 3, Bfl-1 Bim block 0, Mcl-1 Bim block -6, RGS8-Gao reg 86, Mcl1-Noxa inh 3, RGS4-Gao reg 83 and Bcl-B Bim block -5.
`Cc1nn(Cc2ccccc2Cl)c(C)c1C(=O)NC1=NCCS1` gave RGS7-Gao reg 99, Bcl-W Bim block 2, Mcl1 Bid PPI -27, Bim-Bcl-XL -1, Bcl-2 Bim block -1, Bfl-1 Bim block -3, Mcl-1 Bim block 1, RGS8-Gao reg 101, Mcl1-Noxa inh 11, RGS4-Gao reg 98 and Bcl-B Bim block 0.
For CCOc1cc(/C=C2/NC(=O)N(CC(=O)Nc3cccc(C)c3)C2=O)ccc1OC the results were RGS7-Gao reg 96, Bcl-W Bim block 0, Mcl1 Bid PPI 5, Bim-Bcl-XL 0, Bcl-2 Bim block -2, Bfl-1 Bim block -2, Mcl-1 Bim block 0, RGS8-Gao reg 92, Mcl1-Noxa inh 10, RGS4-Gao reg 87 and Bcl-B Bim block -3.
Screening Cc1ccc(NC(=O)C(=O)NCCN2CCN(C(=O)C(c3ccccc3)c3ccccc3)CC2)cc1 returned RGS7-Gao reg 98, Bcl-W Bim block -1, Mcl1 Bid PPI 4, Bim-Bcl-XL -2, Bcl-2 Bim block -2, Bfl-1 Bim block -2, Mcl-1 Bim block -5, RGS8-Gao reg 104, Mcl1-Noxa inh -6, RGS4-Gao reg 101 and Bcl-B Bim block -5.
For O=C(COC(=O)c1ccc(S(=O)(=O)Nc2ccccc2)cc1)NCC1CCCO1 (centres undefined) the results were RGS7-Gao reg inconclusive, Mcl1 Bid PPI 34, RGS8-Gao reg 103, Mcl1-Noxa inh 14 and RGS4-Gao reg 108.
Screening Cc1cc(C)n2nc(SCc3nnc(SCc4ccccc4)s3)nc2n1 returned RGS7-Gao reg 101, Bcl-W Bim block -2, Mcl1 Bid PPI -9, Bim-Bcl-XL -7, Bcl-2 Bim block -9, Bfl-1 Bim block -17, Mcl-1 Bim block -4, RGS8-Gao reg 102, Mcl1-Noxa inh 18, RGS4-Gao reg 103 and Bcl-B Bim block -8.
Screening CCOC(=O)c1cc2cc(CC(=O)c3ccc(OCC)cc3O)ccc2o1 returned RGS7-Gao reg 102, Bcl-W Bim block 0, Mcl1 Bid PPI -57, Bim-Bcl-XL -5, Bcl-2 Bim block -7, Bfl-1 Bim block -7, Mcl-1 Bim block 0, RGS8-Gao reg 99, Mcl1-Noxa inh -7, RGS4-Gao reg 101 and Bcl-B Bim block -5.
`O=C(NCc1ccccn1)c1cccc(NS(=O)(=O)c2ccccc2F)c1` gave RGS7-Gao reg 101, Bcl-W Bim block -4, Mcl1 Bid PPI 10, Bim-Bcl-XL -3, Bcl-2 Bim block 0, Bfl-1 Bim block -1, Mcl-1 Bim block -3, RGS8-Gao reg 92, Mcl1-Noxa inh 24, RGS4-Gao reg 99 and Bcl-B Bim block -2.
`Cc1ccc2nc(NC(=O)C3CCN(S(=O)(=O)c4cccc5nsnc45)CC3)sc2c1` gave RGS7-Gao reg 100, Bcl-W Bim block -4, Mcl1 Bid PPI -4, Bim-Bcl-XL -6, Bcl-2 Bim block -4, Bfl-1 Bim block -2, Mcl-1 Bim block -4, RGS8-Gao reg 102, Mcl1-Noxa inh 2, RGS4-Gao reg 101 and Bcl-B Bim block -6.

From PubChem BioAssay
